# KCNQ1 inh: inhibitors of human KCNQ1 potassium channel; P51787; CHO-K1 KCNQ1, FluxOR thallium flux fluorescence; stronger effect = higher value; B-score at 10 µM; 310,000 compounds, 1.3% hits; AID 2642;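 active = compounds whose thallium flux B-score, printed positive for inhibition, exceeds three library SD while starting fluorescence stays within three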;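 note: channel opened by potassium depolarization with thallium stimulus after 20 min compound exposure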
# KCNK3 inh: human KCNK3 channel inhibition, primary screen; O14649; CHO-KCNK3 thallium flux, FluxOR fluorescence; stronger effect = lower value; B-score at 10 µM; 340,000 compounds, 0.84% hits; AID 602410;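 active = B-score under library mean minus 4 SD, starting fluorescence ratio at most library mean plus 5 SD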;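 note: more negative B-score means stronger inhibition of thallium flux through KCNK3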
# RGS4 act: potentiators or activators of RGS4. HEK293 M3R/inducible RGS4, carbachol calcium flux Fluo4; stronger effect = lower value. B-score at 10 µM. 310,000 compounds, 0.92% hits;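 active = B-score of the integrated calcium signal more than 4 SD below the library mean, with starting fluorescence not abnormally high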;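 note: negative B-score means reduced calcium response which marks RGS4 activation or potentiation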
#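 System: HEK293 FlpIn-TREx cells, stable M3R, doxycycline-inducible RGS4. Timing: overnight RGS4 induction, 30 min dye load 37 °C, 20 min compound RT. Also added: carbachol, ECmax concentration. Measured by: Fluo4 fluorescence kinetic imaging of calcium. Evaluation: integrated calcium ratio converted to B score.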
# DYRK1A inh: Dyrk1A (rat) kinase inhibition; ADP-Glo luminescence, NFATc1 peptide; inhibition, % at 12.5 µM; 310,000 compounds, 0.43% hits; Q63470; AID 504441; in the data active = inhibition above about 50%;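 note: plate controls were vehicle with enzyme for no effect and no enzyme for full effect; many of its hits are not listed in these tables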
# hERG protect: hERG (human) protection from proarrhythmic block. activation (rescue from dofetilide block), less the hit threshold, % at 10 µM. AID 1511. CHO-hERG, FluxOR thallium flux, dofetilide IC70 present. 310,000 compounds, 0.51% hits;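 active = activation above the mean of controls blocked by dofetilide plus 5 SD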;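 note: thallium influx through hERG after potassium depolarization seen as dye fluorescence rise; in these data hits start at about 4.7%; inactives centre near -7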
# KCNK9 block: blocks the human KCNK9 two-pore domain potassium channel | 310,000 compounds, 1.2% hits | HEK293 KCNK9, FluxOR thallium flux fluorescence; stronger effect = lower value | B-score at 10 µM | Q9NPC2 | AID 488922;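 active = ratio B-score over 3 SD below the library mean, with starting fluorescence within 5 SD of its mean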;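 note: negative B-score means less thallium flux so channel inhibition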
# GSK3 alpha inh: human GSK-3 alpha kinase inhibition. P49840. ADP-Glo luminescence, 60 min. inhibition, % at 10 µM. 320,000 compounds, 0.1% hits. AID 2650;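 in the data active = inhibition above about 50%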;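 note: GST-tagged GSK-3 alpha with peptide substrate and 25 µM ATP; 0% = DMSO neutral wells and 100% = GW8510 positive control wells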
# Target sequence (P49840 whole entry, looked up): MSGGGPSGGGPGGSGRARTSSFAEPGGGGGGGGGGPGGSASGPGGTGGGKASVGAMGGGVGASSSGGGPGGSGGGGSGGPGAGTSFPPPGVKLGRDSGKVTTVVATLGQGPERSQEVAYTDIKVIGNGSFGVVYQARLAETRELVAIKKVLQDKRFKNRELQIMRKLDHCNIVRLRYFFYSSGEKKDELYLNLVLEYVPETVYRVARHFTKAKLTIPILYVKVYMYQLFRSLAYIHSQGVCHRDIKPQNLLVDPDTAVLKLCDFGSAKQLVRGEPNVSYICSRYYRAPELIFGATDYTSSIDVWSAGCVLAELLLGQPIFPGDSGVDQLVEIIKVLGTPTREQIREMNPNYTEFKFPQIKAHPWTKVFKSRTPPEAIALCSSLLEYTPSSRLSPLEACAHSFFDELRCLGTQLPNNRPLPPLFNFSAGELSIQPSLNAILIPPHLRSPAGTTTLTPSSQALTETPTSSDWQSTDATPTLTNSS
# GSK3B inh: human GSK3beta kinase inhibition; activity score (negative = inhibition), % at 10 µM; GST-GSK3beta kinase, ADP-Glo luminescence, 60 min; stronger effect = lower value; 300,000 compounds, 0.038% hits;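 active = more than half of replicate wells score below -50%, meaning over 50% inhibition versus plate controls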;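 note: 0% = median DMSO wells and -100% = median GW8510 positive control wells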
# Target sequence (P49841 whole entry, looked up): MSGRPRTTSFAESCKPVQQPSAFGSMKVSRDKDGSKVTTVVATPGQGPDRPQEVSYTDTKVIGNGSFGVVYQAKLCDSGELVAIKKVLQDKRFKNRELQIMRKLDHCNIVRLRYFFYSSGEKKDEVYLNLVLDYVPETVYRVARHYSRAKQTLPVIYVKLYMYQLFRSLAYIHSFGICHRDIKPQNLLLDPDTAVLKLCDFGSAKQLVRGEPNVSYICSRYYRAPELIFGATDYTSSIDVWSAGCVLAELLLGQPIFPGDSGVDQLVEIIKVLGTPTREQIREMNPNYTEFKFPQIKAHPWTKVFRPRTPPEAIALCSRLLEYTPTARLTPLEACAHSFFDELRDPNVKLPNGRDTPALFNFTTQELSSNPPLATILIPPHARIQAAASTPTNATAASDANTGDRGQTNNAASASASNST
#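 Test system – GST-tagged human GSK3beta kinase, cell-free · Incubation – 60 min enzyme reaction, room temperature · Signal – ADP-Glo luminescence · Also added – peptide substrate and ATP at 25 µM · Controls – DMSO neutral wells and GW8510 at 20 µM as positive · Buffer or medium – Tris/MgCl2 kinase buffer · Measure – Luminescence-derived activity versus plate DMSO and GW8510 wells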
# PolyA inhibitor: inhibitors of polyadenylation in S. cerevisiae. S. cerevisiae SKY197-pL101 polyadenylation reporter, beta-gal luminescence; efflux-impaired pdr1/pdr3 knockout yeast; score 100 = 6 SD above DMSO. calls only at 12 µM. 300,000 compounds, 0.02% hits. AID 1875;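 active = lowest replicate activity score at least 50, where 100 means six control SD above control mean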;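 note: yeast exposed to compound for 9 h at 30 °C; higher score means more reporter readthrough which indicates perturbed polyadenylation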
# HDAC3 inh: human HDAC3 inhibition | recombinant HDAC3, fluorogenic peptide/trypsin coupled, fluorescence | O15379 | inhibition, % at 8.3 µM | 320,000 compounds, 0.15% hits; in the data active = inhibition above about 26%, passing the limit was not always enough
# KCNQ1 pot: human KCNQ1 channel potentiation or activation; P51787; CHO-K1 KCNQ1, thallium flux FluxOR fluorescence; stronger effect = higher value; B-score at 10 µM; 310,000 compounds, 0.35% hits;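 active = fluorescence ratio B-score, a plate-corrected score, at least three library SD, with initial intensity B-score within 5 SD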
#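 Medium – assay buffer, equal DMSO in all wells · Material – CHO-K1 cell line with stable KCNQ1 potassium channel expression · Signal – kinetic FluxOR thallium fluorescence, 10-s 1-Hz baseline, 110-s post-stimulus read · Compound – single concentration per compound, DMSO matched to controls · Schedule – 37 °C overnight plating, 90-min dark dye load, 20-min compound pretreatment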
# Active calls of the source: *; i = inactive; nt = no result given. These rows are one share of the data, so the mix of outcomes need not match the whole.
# Second line of a record: KCNQ1 inh, KCNK3 inh, RGS4 act, DYRK1A inh, hERG protect, KCNK9 block, GSK3 alpha inh, GSK3B inh, PolyA inhibitor, HDAC3 inh, KCNQ1 pot
CCn1c(N2CCN(CC(=O)c3c[nH]c4ccccc34)CC2)nc2c1c(=O)[nH]c(=O)n2C
→ i, i, i, 0, -10, i, 8, -1, i, -2, i
Cc1ccsc1/C=C1/SC(N2CC(C)OC(C)C2)=NC1=O (centres undefined)
→ i, i, i, 4, -7, i, 1, 2, i, 1, i
COc1cc2nc(=S)n3[nH]c(CCn4nc(C)cc4C)nc3c2cc1OC
→ i, i, i, 15, -6, i, 3, 2, i, 7, i
CCSc1nnc(Nc2ccc(C)cc2)s1
→ i, i, i, 4, -8, i, 2, 0, i, -4, i
O=C(Cc1ccccc1)c1c[nH]c(C(=O)NCCCN2CCOCC2)c1
→ i, i, i, nt, -15, i, -1, 3, i, -3, i
Cc1nn(C)c(C)c1C1Nc2ccccc2C(=O)N1O (centres undefined)
→ i, i, i, 4, -5, i, -1, -4, i, -10, i
NC(=O)c1ccc(NC(=O)COC(=O)C2CC(=O)N(Cc3ccccc3)C2)cc1 (centres undefined)
→ i, i, i, nt, -1, i, -1, 3, i, 3, i
Cc1cccc2sc(NC(=O)CSCc3ccccc3)nc12
→ i, i, i, 6, -2, i, -1, -3, i, 11, i
COc1ccc(CCN2CCCn3c2nc2c3c(=O)n(CC(C)C)c(=O)n2C)cc1OC
→ i, i, i, 4, -13, i, 4, 1, i, 7, i
Cc1cccc(/C(N)=N/OC(=O)COc2ccc(Cl)cc2)c1
→ i, i, i, -2, -11, i, nt, 2, nt, 0, i
CN(C(=O)CSc1ncnc2scc(-c3ccccc3)c12)C1CCS(=O)(=O)C1 (centres undefined)
→ i, i, i, 9, -9, i, 0, 0, i, -2, i
CSc1ccc(C(=O)C2CCCN(C(=O)CCc3c(C)nn(C)c3C)C2)cc1 (centres undefined)
→ i, i, i, -1, -8, i, 1, 2, i, 0, i
CC(C)OC(=O)COc1cc(O)c2c(=O)cc(-c3ccccc3)oc2c1
→ i, i, i, 5, -3, i, -1, 2, i, -6, i
Cc1cccc(N2CCN(C(=O)c3cccn4c(=O)c5c(C)c(C)sc5nc34)CC2)c1C
→ i, i, i, -10, -9, i, 1, -1, i, -4, i
O=C(CN1CCOCC1)Nc1ncccn1
→ i, i, i, 2, -14, i, -2, -2, i, 2, i
COc1ccc(Cl)cc1NC(=O)CSc1nnc(Cc2cccn2C)n1-c1ccc(F)cc1
→ i, i, i, 10, -12, i, -2, 0, i, 6, i
CCOC(=O)c1ccc2ncc(C(=O)OCC)c(NCCN(C)C)c2c1
→ i, i, i, 12, -9, i, 7, -3, i, -1, i
NC(=O)COC(=O)c1ccccc1OCc1ccccc1
→ i, i, i, 10, -14, i, -2, 2, i, -19, i
CC(C)(C)NC(=O)CSc1nc(N)cc(=O)[nH]1
→ i, i, i, -1, -21, i, -1, 1, i, -1, i
CCOc1ccccc1N1CC(C(=O)Nc2cc(S(C)(=O)=O)ccc2Cl)CC1=O (centres undefined)
→ i, i, i, 4, -9, i, -3, -2, i, 2, i
c1ccc(-c2nc3nonc3c3nc4ccccc4n23)cc1
→ i, i, i, 0, -6, i, 1, 2, i, -1, i
COc1ccc(NC(=O)C2CCN(S(=O)(=O)c3c(C)nn(C)c3C)CC2)cc1
→ i, i, i, -4, -12, i, -3, -7, i, -9, i
CC(C)c1ccccc1NC(=O)CC1(CC(=O)O)CCCC1
→ i, i, i, -1, -10, i, -1, 1, i, -3, i
COc1ccccc1-n1cnnc1SCC(=O)NCC1CCCO1 (centres undefined)
→ i, i, i, 2, -3, i, -3, 3, i, -6, i
CCN(CC)S(=O)(=O)c1cc(NS(=O)(=O)c2ccccc2)ccc1C
→ i, i, i, nt, -8, i, -6, 0, i, 4, i
CC1CCCN(C(=O)C(Cc2ccccc2)n2cccc2)C1 (centres undefined)
→ i, i, i, 1, -8, i, 0, -1, i, 2, i
CN1CCN(/N=C/c2nc(-c3ccc(Cl)cc3)n3ccccc23)CC1
→ i, i, i, 2, -5, i, -3, 0, i, 1, i
CCCCc1cc(=O)oc2c(C)c(OCC(=O)NCC3CCC(C(=O)O)CC3)ccc12 (centres undefined)
→ i, i, i, 8, -5, i, -3, 1, i, -1, i
CCOc1ccc(NC(=O)CN(C)C(=O)C2CCCC2)cc1OCC
→ i, i, i, 8, -9, i, -1, 1, i, -1, i
COC(=O)C1=C[C@@H](C(=O)OC)[C@@H]2C3=C(C(=O)C2(C)C)[C@H](c2ccccc2)[C@@H]2C(=O)N(C)C(=O)[C@@H]2[C@@H]3C1
→ i, i, i, 3, -9, i, -1, 4, i, 5, i
Cc1cccn2c(=O)c(/C=C(\C#N)C(=O)NCc3ccco3)c(N3CCCCCC3)nc12
→ i, i, i, nt, -5, i, -1, -2, i, 6, i
COc1ccc(OC)c(C2/C(=C(/O)c3ccc(C)cc3)C(=O)C(=O)N2Cc2ccco2)c1 (centres undefined)
→ i, i, i, 2, -1, i, -1, -1, i, 6, i
COc1ccccc1CNC(=O)c1cc(S(=O)(=O)N2CCOCC2)cn1C
→ i, i, i, 4, -11, i, 0, 1, i, nt, i
Cc1nc2ccccc2nc1OCC(=O)NCC(F)(F)F
→ i, i, i, -3, -3, i, -1, 3, i, 0, i
COc1cccc(-c2cc(C(=O)Nc3ccc4c(c3)OCO4)no2)c1
→ i, i, i, -1, -4, i, -2, -1, i, -2, i
CC(C)Oc1ccc(S(=O)(=O)N2CCCCC2)cc1NC(=O)CN1C(=O)NC(C)(c2ccccc2)C1=O (centres undefined)
→ i, i, i, 3, -4, i, -1, 2, i, 2, i
COCCNC(=O)CN(C(=O)Cn1nnc2ccccc21)c1ccccc1C
→ i, i, i, -6, -7, i, -4, 2, i, 6, i
CN(C)C(=O)[C@H]1C[C@H]1[C@@H](O)[C@H](CO)NC(=O)[C@H](Cc1ccccc1)NC(=O)OC(C)(C)C
→ i, i, i, 2, -6, i, -2, -1, i, 1, i
COc1ccc2c(c1)OC13CCN(C)CC1C2C(C(=O)c1ccc(F)cc1)C(=O)N3 (centres undefined)
→ i, i, i, 0, -4, i, -1, 0, i, -4, i
Cc1noc(C)c1CSc1ncnc2ccccc12
→ i, i, i, 24, -4, i, -1, -1, i, -1, i
Oc1ccc(Cl)cc1C=Nc1ccccc1Br
→ i, i, i, -6, -6, i, -1, -2, i, -2, i
Cc1cc(C)n2c(Br)c(CN3CCCC(C)C3)nc2n1 (centres undefined)
→ i, i, i, 12, -12, i, -1, -1, i, -15, i
CCOc1cccc(C(=O)Nc2ccc(NC(=O)c3ccccc3)c(C)c2)c1
→ i, i, i, nt, -9, i, -2, 1, i, 0, i
Cc1cc(NC(=O)C2C3C(=O)N(CC4CCCO4)C(C(=O)NCc4ccccc4)C34C=CC2(C)O4)no1 (centres undefined)
→ i, i, i, -1, -2, i, 2, 2, i, 0, i
Cc1cc(N2CCCC2)n2nc(C)nc2n1
→ i, i, i, 3, -4, i, 0, -2, i, -3, i
Cc1cccc(C)c1NC(=O)Cn1c(=O)n(CCC(=O)NCc2ccco2)c(=O)c2sccc21
→ i, i, i, 1, -7, i, nt, 3, i, 4, i
CCOCN(C(=O)Cn1c(C(C)O)nc2ccccc21)c1c(C)cccc1CC (centres undefined)
→ i, i, i, -2, -7, i, 2, 0, i, -13, i
COc1ccc(/C=C2\SC(=O)N(CC(=O)NC3CCS(=O)(=O)C3)C2=O)cc1 (centres undefined)
→ i, i, i, nt, -8, i, 2, 2, i, 2, i
CCOc1ccc(C(C(=O)NC(C)(C)C)N(CCOC)C(=O)CCC(=O)Nc2nccs2)cc1 (centres undefined)
→ i, i, i, -3, -5, i, 0, 1, i, -8, i
Cc1ccc2nc(Cl)c(CN(C(=O)c3cnccn3)C3CCCCC3)cc2c1
→ i, i, i, 18, -10, i, -2, 1, i, 6, i
Cc1ccc(C(=O)COC(=O)C(C)N2C(=O)C3C4C=CC(C4)C3C2=O)cc1C (centres undefined)
→ i, i, i, 7, -9, i, nt, 0, i, 7, i
Cc1cc2ccccc2c(=O)n1CC(=O)NCC(=O)N(C)C1CCCCC1
→ i, i, i, -6, -13, i, -1, 3, i, 2, i
Cc1cccc(N2CCN(C(=O)COc3ccc4c(C)cc(=O)oc4c3C)CC2)c1C
→ 7*, -9*, i, 1, -5, i, -1, -1, i, -2, i
CC1(C)CC2CC(C)(CN2C(=O)c2cc(-c3ccc(F)cc3)on2)C1 (centres undefined)
→ i, i, i, 4, -9, i, -2, nt, i, -3, i
CC1(C)Cc2cccc(OCC(=O)N3CCN(c4ccc([N+](=O)[O-])cc4)CC3)c2O1
→ i, i, i, -12, -16, i, -4, 1, i, -2, i
COC(=O)CNC(=O)COC(=O)/C=C/c1ccc(F)cc1
→ i, i, i, 2, -3, i, -2, 3, i, 0, i
Cc1ccc(NC(=O)c2cc(CC(C)C)nc3ccccc23)cc1
→ i, i, i, -6, -11, i, -1, -1, i, -1, i
Cc1oc(/N=C/c2ccc3c(c2)OCO3)c(C#N)c1C
→ i, i, i, 0, -10, i, 0, -1, nt, -1, i
COCCCNC(=O)C(C)N1c2cccc3cccc(c23)S1(=O)=O (centres undefined)
→ i, i, i, 0, -4, i, -1, -3, i, 2, i
COc1ccc(/C=C(\CC(=O)O)c2nc3ccccc3o2)cc1
→ i, i, i, -2, -3, i, -8, 2, i, 9, i

# Continuation.
# Second line of a record: KCNQ1 inh, KCNK3 inh, RGS4 act, DYRK1A inh, hERG protect, KCNK9 block, GSK3 alpha inh, GSK3B inh, PolyA inhibitor, HDAC3 inh, KCNQ1 pot
CCCCNC(=O)CCn1c(=O)c2ccccc2n(Cc2ccccc2C)c1=O
→ i, i, i, -1, -5, i, -1, -1, i, 2, i
O=C(NCCc1cccnc1)C1CCC(=O)N(Cc2ccc(Cl)cc2)C1 (centres undefined)
→ i, i, i, -4, -10, i, nt, 1, i, nt, i
COc1ccc(C(=O)Cn2nnc(-c3cccs3)n2)cc1
→ i, i, i, 2, -3, i, -2, 2, i, 1, i
COC(=O)c1cccnc1-n1c(=O)c2cccnc2n(Cc2cccc(OC)c2)c1=O
→ i, i, i, 2, -10, i, -1, 3, i, -3, i
CC(=O)c1ccc(NC(=O)CSCC(=O)Nc2ccc3ccccc3c2)cc1
→ i, i, i, 7, -1, i, -2, -1, i, 7, i
